Compound activity (PubChem BioAssay)
M4 ag: agonists of human muscarinic M4 receptor (CHRM4); P08173; CHO-K1 hM4/Gqi5, Fluo-8 calcium fluorescence; vehicle 0%, full acetylcholine response 100%; activation, % at 3 µM; hit rate 0.14% among 360,000; AID 624127;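 active means activation above the run mean over all test wells plus 3 SD, cut at about 32% in these data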;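 further: peak over basal fluorescence ratio per well then scaled between controls; 0% = DMSO wells and 100% = acetylcholine at EC100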
Target sequence (P08173 whole entry, looked up): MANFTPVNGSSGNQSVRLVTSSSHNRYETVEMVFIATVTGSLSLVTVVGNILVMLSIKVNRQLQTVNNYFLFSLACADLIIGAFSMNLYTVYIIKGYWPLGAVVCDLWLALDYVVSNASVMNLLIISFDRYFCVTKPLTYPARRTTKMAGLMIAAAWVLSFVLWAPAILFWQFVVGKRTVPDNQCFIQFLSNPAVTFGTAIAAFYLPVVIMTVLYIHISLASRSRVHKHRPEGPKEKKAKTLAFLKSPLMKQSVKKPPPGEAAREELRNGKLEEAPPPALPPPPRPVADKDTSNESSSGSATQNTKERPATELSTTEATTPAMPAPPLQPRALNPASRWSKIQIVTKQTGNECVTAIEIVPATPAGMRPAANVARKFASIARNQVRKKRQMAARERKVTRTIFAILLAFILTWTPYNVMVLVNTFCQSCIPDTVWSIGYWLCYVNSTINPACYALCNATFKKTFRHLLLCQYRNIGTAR
M4 PAM: CHRM4 positive allosteric modulation; P08173; CHO-K1 hM4/Gqi5, Fluo-8 calcium fluorescence, ACh EC20; 0% = ACh EC20, 100% = maximal ACh; activation, % at 3 µM; hit rate 0.4% among 360,000;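 active means activation above its plate's cutoff, the mean activation of sample wells plus 3 SD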; further: some results filed as inactive read as strong as hits
CRFBP-R2 agonist: CRF-BP/CRF-R2 complex agonism | activation, % at 13.2 µM | HEK293 CRF-R2/CRF-BP, calcium dye fluorescence (FLIPR); percent of saturating CRF peptide response | hit rate 0.46% among 350,000 | AID 588473;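 active means activation of at least 50%, plus an integration ratio under a set limit after plate pattern correction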;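 further: plate controls were neutral control wells without compound for no effect and CRF at EC100 for full effect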
CHRM5 PAM: positive allosteric modulators of human muscarinic M5 receptor. P08912. CHO-K1 hM5, Fluo-8 calcium, ACh EC20 PAM; 0% = ACh EC20, 100% = ACh EC100. activation, % at 3 µM. hit rate 0.3% among 360,000. AID 624038;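 active means activation above the run cutoff, the mean activation of all test compounds plus 3 SD, cut at about 18% in these data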
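Probe or stimulus: acetylcholine, EC20 level; Assay system: human M5 receptor in CHO-K1 cells; Schedule: compound preincubation 140 s before EC20 acetylcholine addition; Technique: intracellular calcium via Fluo-8 fluorescence; Dosing: single-point, 3 µM nominal; Read-out basis: percent activation from peak-over-basal fluorescence ratio, scaled EC20-to-EC100 acetylcholine; Repeats: one well per compound, no replicates.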
M1 PAM: potentiates human M1 receptor response to acetylcholine | P11229 | CHO-K1 hM1, Fluo-8 calcium fluorescence, ACh EC20; 0% = ACh EC20, 100% = maximal ACh | activation, % at 3 µM | hit rate 0.088% among 360,000; in the data active means activation above about 19%, passing the limit was not always enough
Target sequence (P11229 whole entry, looked up): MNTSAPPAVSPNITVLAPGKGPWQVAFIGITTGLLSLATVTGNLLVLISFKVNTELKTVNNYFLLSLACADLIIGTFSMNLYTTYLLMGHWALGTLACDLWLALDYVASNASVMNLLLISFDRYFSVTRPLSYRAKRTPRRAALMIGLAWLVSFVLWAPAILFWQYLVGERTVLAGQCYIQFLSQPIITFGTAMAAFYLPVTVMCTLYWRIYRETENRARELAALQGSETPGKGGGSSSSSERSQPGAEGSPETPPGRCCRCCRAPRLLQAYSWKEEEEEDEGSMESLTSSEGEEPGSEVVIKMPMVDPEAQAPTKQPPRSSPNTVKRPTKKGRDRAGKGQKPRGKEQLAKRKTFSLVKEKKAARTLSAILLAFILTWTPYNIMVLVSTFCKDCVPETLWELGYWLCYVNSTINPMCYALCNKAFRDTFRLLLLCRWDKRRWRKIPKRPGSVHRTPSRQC
M1 antag: human CHRM1 antagonism; hit rate 1.3% among 360,000; inhibition, % at 3 µM; P11229; CHO-K1 hM1, Fluo-8 calcium fluorescence, ACh EC80 antagonist;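 active means percent inhibition above its own plate's cutoff, namely the mean of that plate's compound wells plus 3 SD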;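 further: peak over basal fluorescence ratio during 140 s after agonist addition; 0% = ACh EC80 plus DMSO and 100% = DMSO alone without agonist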
M5 ag: agonists of human muscarinic M5 receptor (CHRM5). P08912. CHO-K1 hM5 cells, Fluo-8 calcium fluorescence; 0% DMSO wells, 100% maximal acetylcholine response. activation, % at 3 µM. hit rate 0.19% among 360,000;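 active means activation above the run's mean over test compounds plus 3 SD, cut at about 23% in these data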;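 further: signal is peak over basal fluorescence ratio across the kinetic read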
CHRM4 antagonist: CHRM4 antagonism in calcium assay. P08173. CHO-hM4 cells, ACh EC80, Fluo-8 calcium fluorescence. inhibition, % at 3 µM. hit rate 0.73% among 360,000. AID 624125;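 active means inhibition above its plate's cutoff, the mean inhibition of sample wells plus 3 SD, cut at about 27% in these data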;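 further: 0% = acetylcholine EC80 with DMSO and 100% = DMSO without agonist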
CHRM5 antagonist: antagonists of human muscarinic M5 receptor (CHRM5). P08912. CHO-hM5 cells, Fluo-8 calcium fluorescence, ACh EC80. hit rate 0.59% among 360,000. inhibition, % at 3 µM;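 active means inhibition above a per-plate cutoff, the mean of that plate's test compounds plus 3 SD, cut at about 27% in these data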;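 further: 0% = acetylcholine EC80 with DMSO and 100% = DMSO without agonist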
An asterisk follows results filed as active; / = no result given. An unsorted share of the library, and some 2.8% of all compounds hit somewhere here.

SMILES	M4 ag	M4 PAM	CRFBP-R2 agonist	CHRM5 PAM	M1 PAM	M1 antag	M5 ag	CHRM4 antagonist	CHRM5 antagonist
O=C(c1ccccc1)c1sc(N2CCCCCC2)nc1-c1ccccc1	0	-9	1.3	-9	-17	7	-8	4	5
CN(C)C(CNC(=O)c1ccc(NC(=O)c2cccs2)cc1)c1ccccc1 (stereo not given)	0	-13	-1.2	-13	-25	20	-7	11	17
c1ccc2[nH]c(CN3CCCCCC3)nc2c1	1	-9	0.3	3	-5	3	-6	-8	-5
CC(C)Cc1nnc(NC(=O)CCC(=O)N2CCOCC2)s1	0	2	5.7	-2	3	-2	0	7	6
CCC(CC)c1nc(C#N)c(NC(C)c2ccccc2)o1 (stereo not given)	-1	2	1.7	-1	4	-8	-4	-15	4
O=C(Cc1cccc(NC(=O)C2CCN(C(=O)C3CC3)CC2)c1)Nc1cccc(C(=O)N2CCCC2)c1	-2	10	-1.2	8	3	3	3	5	9
COc1ccccc1/C=C/C(=O)Nc1cccnc1Cl	2	-2	-1.8	3	8	-8	-1	5	2
C[C@@H]1CN([C@@H](C)CO)C(=O)CCCn2nncc2CO[C@@H]1CN(C)C(=O)OCc1ccccc1	1	5	1.0	5	5	-12	0	-7	-4
COc1ccc(S(=O)(=O)N(C)CC(=O)NCCC2=CCCCC2)cc1C	1	9	-0.8	2	0	-4	-1	-8	-2
COC(=O)c1c(-c2ccsc2)sc2ccc(-c3cc(OC)c(OC)c(OC)c3)cc12	0	6	0.0	11	8	-2	10	-10	8
O=C(Cn1nnc2ccccc2c1=O)N1CCCc2ccccc21	2	3	1.8	0	2	-1	1	3	-5
Cc1ccc(S(=O)(=O)N2CCCC2C(=O)OCc2nc3sc(C)c(C)c3c(=O)[nH]2)cc1 (stereo not given)	2	-5	-5.5	-5	7	-8	2	-8	-3
Cn1cc(/C=N\O)nc2c(=O)n(-c3ccccc3)c(=O)nc1-2	2	-2	2.9	5	5	4	0	2	8
O=C(NCCNC1CCCCC1)c1ccco1	0	-6	-0.4	-4	-3	12	-2	9	7
COc1cc2cc(CN(C(=O)NC3CCCCC3)C3CCCC3)c(=O)[nH]c2cc1OC	3	12	-2.0	0	12	0	5	-7	0
COc1ccc(-c2[nH]ncc2CN2CCN(C(=O)c3cccs3)CC2)c(F)c1	3	-7	-2.5	-4	-1	0	0	-7	-2
C/C(=N\NC(=O)c1ccc2c(c1)OCCO2)c1ccccc1	2	-2	1.4	1	5	-6	2	5	6
Cc1c(NC2(c3nnnn3-c3ccc(Br)cc3)CCCCC2)c(=O)n(-c2ccccc2)n1C	-1	-4	-2.2	-5	7	2	-10	8	7
Cc1cc(C)c(NC(=O)c2ccc3nccnc3c2)c(C)c1	0	-2	-0.1	-3	6	-5	3	5	6
CCc1ccc(C(=O)CN2C(=O)NC3(CCc4ccccc43)C2=O)cc1 (stereo not given)	2	7	-0.1	-1	8	-6	0	-5	11
Cc1cc(C(=O)COC(=O)C2=NN(c3ccccc3)C(=O)CC2)c(C)n1CC(F)(F)F	3	10	-2.2	3	5	0	-4	-27	3
CCN(CC)S(=O)(=O)c1ccc(NC(=O)CSc2nc3nc(C)cc(C)c3c(=O)[nH]2)cc1	4	-2	0.2	-9	-5	19	-1	1	14
COc1ccccc1CNC(=O)[C@H](C)NC(=O)C1CCN(C(=O)[C@@H]2CCCN2C(=O)OC(C)(C)C)CC1	1	2	5.3	0	-4	-7	2	-3	4
COc1ccccc1NCC(=O)c1ccc(C)c(C)c1	0	0	-0.7	-1	0	5	-3	-9	11
COc1cc(OC)cc(C(=O)NCC2CCCN(C(=O)c3csc(C(C)C)n3)C2)c1 (stereo not given)	0	-1	-2.2	-5	7	-11	-4	6	13
CCOC(=O)C1(C)CCCN(C(=O)c2ccc(-c3ccccc3)cc2)C1 (stereo not given)	3	-7	/	-4	-1	3	1	-8	-1
Cc1cc(Cl)cc(Cl)c1CNc1c([N+](=O)[O-])c(=O)oc2ccccc12	2	8	1.4	-1	9	-17	-3	-7	-2
CC1CC(Nc2ccccc2N)=CC(=O)O1 (stereo not given)	1	8	0.0	1	2	15	0	8	2
Clc1ccc(NC2=NCCCCC2)cc1	6	-5	4.2	-4	-1	0	-7	11	6
CC(C)(C)c1nn(-c2ccccc2)c2[nH]c(=O)c(CNCc3ccc4c(c3)OCO4)cc12	-3	10	-0.1	-5	4	0	1	-3	6
C=CCn1c(SCC(=O)Nc2ccc(C(=O)OC(C)C)cc2)nnc1-c1cccs1	1	-1	0.2	1	-7	6	-9	-6	5
Cc1c(C(=O)N2CCCCCC2)c(S(=O)(=O)Nc2ccccc2F)c(C)n1C	2	10	-2.2	-8	2	-8	-6	-21	10
COc1ccc(NS(=O)(=O)c2cccc(C(=O)Nc3ccccc3C(=O)O)c2)cc1	-2	8	-0.1	4	7	7	5	6	-3
O=C(N/N=C/C=C/c1ccccc1[N+](=O)[O-])c1cc(-c2ccccc2)n[nH]1	10	-1	-1.7	-10	-4	9	3	2	9
CCC(=O)N1CCN=C1SCc1ccccc1Cl	0	-4	-1.3	-6	16	-13	-1	5	6
O=C(Nc1cccc(Cl)c1)c1cncn1-c1ccc(F)cc1	2	5	-2.4	6	6	-5	-3	-12	-8
CCC(C)C(NC(=O)C1CCC(C)CC1)C(=O)NC(CCSC)C(=O)OC (stereo not given)	1	10	-5.0	11	4	5	1	14	7
CC(C)Nc1ccc(C(CC(N)=O)NC(=O)Cc2cccc3ccccc23)cc1[N+](=O)[O-] (stereo not given)	0	7	0.2	0	10	-4	-1	-6	13
COCC(C)NS(=O)(=O)c1ccc(NC(=O)C(Cc2ccccc2)NC(N)=O)cc1 (stereo not given)	1	-2	-2.2	0	9	-14	-1	-1	0
COc1ccc(N=Nc2ccc(O)c(P(=O)(c3ccccc3)c3ccccc3)c2)cc1	1	4	-5.1	3	10	-17	-2	-7	0
CCOC(=O)C1(C(=O)OCC)COC(=O)C2(CC)OC21 (stereo not given)	1	8	-0.7	1	10	-16	1	-9	6
Cc1cccc(-c2n[nH]c(=S)n2-c2ccccc2)c1[N+](=O)[O-]	0	-4	1.9	-2	1	-1	-2	13	-10
c1ccc(-c2ccc(-c3ccncn3)cc2)cc1	1	10	-3.1	10	8	-10	-3	-7	-1
O=S(=O)(NC1CCCCC1Nc1ccccc1)c1ccccc1 (stereo not given)	0	-1	0.3	-3	-5	4	-4	-2	-4
Cc1ccc(-n2ncc3c(=O)n(CC(=O)N4CCCc5ccccc54)cnc32)cc1C	6	0	-0.5	1	-5	10	2	3	-3
CCNC(=S)NS(=O)(=O)c1ccc(F)cc1	0	1	0.7	-4	6	-2	2	-3	-13
CC12CC3OC3CC1CCC1C2CCC2(C)C1CCC21OCCO1 (stereo not given)	8	2	1.1	-5	11	-2	5	-2	6
CC(=O)C1=C(C)NC(C)=C(C(C)=O)C1c1cccs1	0	6	-0.1	-5	-9	-2	-2	1	11
CC1(C)CC(=O)C=C(Nc2cccc(C(F)(F)F)c2)C1	0	0	-2.2	-7	2	-1	-1	5	15
Cc1ccc(C)c(NC2=NS(=O)(=O)c3ccccc32)c1	0	-1	-1.7	1	1	-5	2	-2	-3
O=c1cc(CN2CCN(CCO)CC2)c2cc3c(cc2o1)CCC3	1	0	-1.3	0	0	9	-9	0	-4
COc1ccc(CN(C(=O)c2snc(C(N)=O)c2N)C(C(=O)NC(C)(C)C)c2ccco2)cc1 (stereo not given)	1	-6	2.2	-1	0	-3	-1	2	-3
COc1ccccc1CCNC(=O)c1ccc(Br)s1	2	-7	-1.9	-3	-5	11	-7	5	-3
COCCOC(=O)/C(=C/c1ccc(OC(=O)c2ccccc2)cc1)C(C)=O	2	-3	57*	-3	-2	1	-4	-4	3
Cc1ccc(C2(O)CN(c3ccccc3)C3=[N+]2CCS3)cc1 (stereo not given)	1	3	-2.6	12	5	-7	0	-3	-5
COc1ccc(S(=O)(=O)Oc2c(OC)cc(C(=S)N3CCOCC3)cc2OC)cc1	1	-4	-1.6	-7	8	-6	1	14	3
CSCCC(NC(=O)c1ccco1)C(=O)NC1CCCCCC1 (stereo not given)	1	-2	-0.1	0	3	-7	1	2	9
COc1ccccc1N1CCN(Cc2nc3ccccc3c(=O)n2CC(C)=O)CC1	6	-4	4.8	-5	3	-29	5	6	6
CCCCNC(=O)C1(C)CCN1C(=O)CSc1ccccc1 (stereo not given)	1	0	/	-4	6	-12	0	-2	5
CS(=O)(=O)c1ccc2nc(NC(=O)c3ccco3)sc2c1	3	5	0.5	-2	1	-2	3	-2	4

Another view of 4 compounds above:
molecule | M4 ag | M4 PAM | CRFBP-R2 agonist | CHRM5 PAM | M1 PAM | M1 antag | M5 ag | CHRM4 antagonist | CHRM5 antagonist
O=c1cc(CN2CCN(CCO)CC2)c2cc3c(cc2o1)CCC3 | 1 | 0 | -1.3 | 0 | 0 | 9 | -9 | 0 | -4
COc1ccc(S(=O)(=O)Oc2c(OC)cc(C(=S)N3CCOCC3)cc2OC)cc1 | 1 | -4 | -1.6 | -7 | 8 | -6 | 1 | 14 | 3
COc1ccccc1CCNC(=O)c1ccc(Br)s1 | 2 | -7 | -1.9 | -3 | -5 | 11 | -7 | 5 | -3
Cc1ccc(C2(O)CN(c3ccccc3)C3=[N+]2CCS3)cc1 (stereo not given) | 1 | 3 | -2.6 | 12 | 5 | -7 | 0 | -3 | -5

Remaining list, next part.
SMILES	M4 ag	M4 PAM	CRFBP-R2 agonist	CHRM5 PAM	M1 PAM	M1 antag	M5 ag	CHRM4 antagonist	CHRM5 antagonist
Cc1cccc(NC(=O)CCCN2C(=O)C(c3ccccc3)Oc3cccnc32)c1C (stereo not given)	0	-1	0.1	3	7	2	-2	7	-1
COc1ccccc1C(=O)Nc1ccc2c(c1)CCCN2C(=O)c1cccs1	11	-2	-0.8	-11	-5	2	-3	-7	2
COC(=O)c1cc(C)ccc1/C=C1/Cc2c(C)cc(C)cc2C1=O	0	4	2.7	4	5	-14	-4	-8	-3
CN(CC1CCCO1)S(=O)(=O)c1ccc(C(=O)Nc2nc(-c3ccccn3)cs2)cc1 (stereo not given)	20	-4	3.9	-15	-17	11	8	-13	8
O=C(NCc1ccncc1)[C@@H]1CCCN1C(=O)[C@H]1CCCN1C(=O)c1c(F)cccc1F	1	-1	/	4	/	/	3	2	-3
COC(=O)c1c(NC(=O)Cc2ccc(OC)c(S(=O)(=O)N3CCOCC3)c2)sc(C)c1C	5	0	-1.1	0	7	-9	0	3	7
COc1cc(OC)c(S(=O)(=O)N2CCN(C(=O)c3ccccc3F)CC2)cc1NC(C)=O	1	2	-2.4	1	10	-11	0	-3	3
O=C(COc1ccc([N+](=O)[O-])cc1)NNC(=S)NC(=O)c1ccc(Br)cc1	0	2	0.4	0	5	-4	0	1	2
CCCn1c(=O)c(C(=O)NCCc2ccc(OC)cc2)c(O)c2ccccc21	-1	-1	3.6	0	4	-7	0	-5	-3
COc1cc(CN2CCC(C(N)=O)CC2)ccc1OCc1ccccc1	1	-2	0.6	0	-4	-7	-19	1	13
CC1CC(C)CN(CCCNC(=O)C2CCN(c3nnc(-n4cccc4)s3)CC2)C1 (stereo not given)	1	-1	-0.1	0	-11	5	-8	1	1
CC1CCC(C(C)C)C2=C1C(C#N)(C#N)C(C#N)(C#N)C(c1ccccc1)N2 (stereo not given)	4	10	4.1	-5	7	-10	1	-7	12
